Source: PubChem BioAssay (several laboratories)
L929 necroptosis: L929 zVAD cell death inhibition | L929 zVAD necroptosis rescue, ATP luminescence, 24 h; with zVAD 60 µM | viability rescue, % at 10 µM | hit rate 0.38% among 220,000;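 active = activation, scaled between plate controls, above about 75%, limit read from the data; inactive = activation under that limit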;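 also: 0% = zVAD with DMSO and 100% = DMSO alone without zVAD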
PERK inh: human PERK inhibition, primary cell-based screen. Q9NZJ5. inhibition, % at 5.6 µM. hit rate 0.17% among 220,000. CHO PERK-DD fusion, SEAP luminescence translation reporter. AID 1416;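 active = inhibition above the mean inhibition of all tested compounds plus 3 SD, set separately per screening campaign, cut at about 2.9% in these data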;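 also: PERK kinase domain activated by AP20187 dimerizer at 100 nM; 0% = DMSO with dimerizer and 100% = rapamycin at 8.4 µM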
EBV gp42 inh: blocks Epstein-Barr virus glycoprotein 42 binding. Q1HVG2. Fluorescence polarization binding assay, mP read-out. inhibition, % (tested at 21.74 µM). hit rate 0.42% among 220,000; in the data active = inhibition above about 50%
Target sequence (Q1HVG2 whole entry, looked up): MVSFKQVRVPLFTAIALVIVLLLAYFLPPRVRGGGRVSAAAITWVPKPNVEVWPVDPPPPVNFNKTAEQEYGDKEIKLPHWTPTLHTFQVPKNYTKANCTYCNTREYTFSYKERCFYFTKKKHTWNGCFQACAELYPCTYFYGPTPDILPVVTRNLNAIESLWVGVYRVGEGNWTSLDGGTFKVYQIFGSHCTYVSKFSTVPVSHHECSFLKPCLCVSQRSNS
Calpain2 inh: blocks pig calpain II enzyme activity; purified calpain II, fluorogenic peptide substrate, 30 min; inhibition, % at 16 µM; hit rate 0.37% among 220,000; AID 1236;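 active = inhibition above about 50%, limit read from the data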
Cl transport mod: KCC2 (human) Cl- transport modulation. KCC2 cells, thallium flux FluoZin-2 fluorescence. Q9H2X9. hit rate 2.2% among 190,000. B-score of Tl+ flux slope (higher = more flux/activation; lower = inhibition) at 10 µM;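 active = thallium flux slope and its plate-corrected score both differing from the plate sample mean at a set confidence after two filtering rounds, in either direction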;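 also: slope of fluorescence scaled to starting intensity during 10 to 20 s after thallium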
Rad51 HR inh: blocks human Rad51 in homologous recombination; Q06609; hRad51 DNA strand exchange, fluorescence dequenching; inhibition, % at 10 µM; hit rate 0.085% among 200,000; AID 1385;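 active = inhibition above 40% at the single screening dose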;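 also: 0% = DMSO control wells and 100% = blanks with heterologous ssDNA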
Target sequence (Q06609 whole entry, looked up): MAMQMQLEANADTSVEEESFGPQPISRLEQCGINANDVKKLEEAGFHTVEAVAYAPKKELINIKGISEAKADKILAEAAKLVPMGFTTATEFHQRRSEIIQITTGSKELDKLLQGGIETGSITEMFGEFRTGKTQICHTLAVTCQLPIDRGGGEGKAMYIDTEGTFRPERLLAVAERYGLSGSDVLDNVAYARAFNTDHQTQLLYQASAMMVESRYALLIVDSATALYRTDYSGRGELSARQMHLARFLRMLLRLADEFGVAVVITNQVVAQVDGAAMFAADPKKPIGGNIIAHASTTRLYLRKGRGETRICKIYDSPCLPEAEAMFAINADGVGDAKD
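material = hRad51 filaments on single-stranded DNA | timing = filaments 15 min 37 °C, then compound 30 min | signal = FRET fluorescence dequenching, excitation 485 nm, emission 520 nm | benchmarks = control wells and blank wells on each plate | evaluation = percent inhibition relative to plate controls and blanks | compound = 10 µM final, single point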
TNF death inh: blocks TNF-alpha induced death of Jurkat FADD-/- cells; activation (protection from cell death), % at 10 µM; hit rate 0.068% among 220,000; Jurkat FADD-/- TNF necroptosis rescue, ATP luminescence, 24 h; 0 = TNF only, 100 = no-TNF cells;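 active = activation, meaning protection from cell death, of at least 50% relative to plate controls; inactive = activation below 50%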;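 also: necroptosis triggered by 40 ng/mL TNF-alpha added together with compound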
Mdm2 ligase inh: inhibitors of human Mdm2 E3 ubiquitin ligase; cell-based MDM2 ubiquitination luciferase reporter, 2 h; 0 = plate control, 100 = twice control, blank-subtracted; hit rate 0.11% among 210,000; Q00987; signal enhancement, % at 5 µM;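 active = signal enhancement of 30% or more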;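 also: luminescence tracks abundance of the self-degrading MDM2-luciferase fusion protein; higher signal means inhibition of MDM2 E3 ligase activity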
Target sequence (Q00987 whole entry, looked up, the tested form may be a part): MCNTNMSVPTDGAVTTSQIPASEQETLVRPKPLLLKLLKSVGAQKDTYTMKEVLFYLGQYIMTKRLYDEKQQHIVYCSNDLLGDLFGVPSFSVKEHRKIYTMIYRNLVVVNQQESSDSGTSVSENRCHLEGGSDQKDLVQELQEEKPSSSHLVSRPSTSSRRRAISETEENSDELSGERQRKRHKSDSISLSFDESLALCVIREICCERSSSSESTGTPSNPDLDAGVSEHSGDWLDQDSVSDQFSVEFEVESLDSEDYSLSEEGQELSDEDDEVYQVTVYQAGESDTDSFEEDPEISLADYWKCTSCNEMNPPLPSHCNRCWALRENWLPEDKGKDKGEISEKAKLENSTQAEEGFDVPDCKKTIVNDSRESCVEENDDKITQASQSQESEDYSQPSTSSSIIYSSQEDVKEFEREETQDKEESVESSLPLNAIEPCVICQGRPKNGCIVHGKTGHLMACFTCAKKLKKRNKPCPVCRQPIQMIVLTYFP
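Material: stable MDM2–luciferase fusion reporter cells / Quantity: 2000 cells/well / Dosing: single 5 µM compound dose, 0.2% final DMSO / Buffer or medium: DMEM / Schedule: 4 h cell settling then 2 h compound exposure, 37 °C / Detection: luminescence with SteadyLite reagent, 15 min at room temperature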
eIF4E 4G PPI: eIF4E/eIF4G interaction inhibition in translation initiation; P63073+Q04637; TR-FRET eIF4E-eIF4GI(517-606) binding, 2 h; hit rate 0.37% among 220,000; inhibition, % at 21.7 µM;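 active = inhibition above about 30%, limit read from the data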;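 also: 0% = full FRET control wells and 100% = background wells lacking eIF4GI fragment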
The depositor's hits bear a star; · = no result given; [ ] = dose if it differs, or a comment.

SMILES | L929 necroptosis | PERK inh | EBV gp42 inh | Calpain2 inh | Cl transport mod | Rad51 HR inh | TNF death inh | Mdm2 ligase inh | eIF4E 4G PPI
CCC(C)c1ccccc1OCCn1ccnc1 (configuration not stated) | -0.3 | -0.1 | 5.2 | 7.7 | -0.219 | 1.9 | 0.9 | 2.4 | 1.4
CCOC(=O)c1cnc2c(OC)cccc2c1N1CCN(c2ccccn2)CC1 | -0.1 | 0.2 | -5.4 | 5.6 | -3.21 | 6.8 | -5.5 | 5.3 | 0.1
Cc1c(NC2=NC3(CCCCC3)Cc3ccccc32)c(=O)n(C)n1-c1ccccc1 | 1.7 | -0.8 | -16.8 | 5.3 | 0.254 | 1.4 | 0.8 | -4.9 | -1.2[fluorescence artefact?]
COc1ccc(C(=O)/C=C(\C)NCc2ccc3c(c2)OCO3)cc1 | 0.1 | 0.3 | 2.2 | 18.4 | -0.19 | 5.5 | -3.2 | 1.4 | -1.1
Oc1nc(Nc2cccc(Cl)c2)sc1/C=C1\C=Nc2ccccc21 | 6.2 | 0.6 | -41.1 | -33.5 | -0.0285 | -12.9 | -0.4 | -14.9 | 4.4
O=C(COC(=O)c1n[nH]c2ccccc12)Nc1ccc([N+](=O)[O-])cc1 | · | 2.1 | -13.5 | -9.6 | -1.42 | -43.8 | 7.2 | 5.9 | 0.1
CCCCCCCCNC(=O)/C(C#N)=C/c1ccc2c(c1)OCCO2 | 2.2 | 0.6 | -7.2 | -20.3 | -1.12 | 0.6 | 1.2 | -0.9 | -0.4
CSC1=C(C#N)C(c2ccc(C)cc2)C2=C(CCCC2=O)N1 (configuration not stated) | -0.2 | 0.9 | -28.8 | 17.4 | -1.01 | -6.3 | -1.0 | -9.5 | 2.2
Cc1ccc(N=Nc2ccc(O)c(/C=N\NC(=O)c3ccc(N)cc3)c2)cc1C | 0.5 | 0.6 | -7.3 | 7.6 | 0.46 | -1.0 | -4.1 | 4.5 | -25.4[fluorescence artefact?]
O=C(NC1CCCCC1)c1ccccc1NC(=O)C1CC1 | -0.3 | 0.0 | -16.6 | -12.4 | -0.837 | -2.7 | -0.2 | 1.7 | -2.7
Cn1c2ccccc2c2cc(/C=C(\NC(=O)c3ccccc3)C(=O)NCC(=O)O)ccc21 | -0.2 | 0.9 | -19.5 | -9.9 | 0 | -230.1 | -0.2 | -12.1 | -0.7
Nc1ccc2c(c1)Oc1ccccc1C=C2 | 3.9 | 0.4 | -7.9 | -90.8 | -2.62 | -29.8 | -5.2 | -6.2 | 2.0
COc1cc(C2C(C(=O)Nc3ccc(F)cc3)=C(C)Nc3nc(CCCO)nn32)cc(OC)c1OC (configuration not stated) | 0.6 | · | 0.9 | 14.2 | -0.207 | 2.2 | -0.2 | -9.3 | 1.4
CCCCN1C(=O)CCC(C(=O)O)C1c1ccccc1 (configuration not stated) | 0.1 | 0.6 | 1.2 | 2.8 | · | 2.7 | -1.9 | 14.3 | -0.2
CCCC(=O)Nc1ccc(Oc2ccc(NC(=O)CCC)cc2)cc1 | 0.4 | 1.1 | -4.9 | -24.7 | 0.396 | -3.6 | 0.4 | · | -2.0
Cn1cc(C(=O)NC2C3CC4CC(C3)CC2C4)cn1 (configuration not stated) | 0.8 | 1.2 | -9.9 | -7.2 | 0.119 | 16.4 | 1.2 | 5.7 | -1.8
CCC1=C(C(=O)OC)C(c2cc(OC)ccc2OC)C(C#N)=C(N)O1 (configuration not stated) | 1.1 | -0.5 | -5.7 | -3.8 | -0.352 | -4.9 | 0.6 | 0.5 | 14.1[fluorescence artefact?]
Cc1ccnc(NC(=O)C2CCCN(S(=O)(=O)c3cnc[nH]3)C2)c1 (configuration not stated) | 1.7 | -0.2 | 1.1 | 7.8 | 1.22 | 5.5 | -0.1 | -22.2 | 2.1
Cn1c(=O)cc(OCC(=O)NCc2cccnc2)c2ccccc21 | 0.7 | 0.9 | -16.2 | -9.2 | -0.366 | -7.3 | -2.6 | -0.6 | 5.0[fluorescence artefact?]
O=C(O)c1cc(Cl)ccc1NC(=O)C1CCCO1 (configuration not stated) | 0.1 | 0.4 | -8.8 | -12.0 | -0.229 | · | -1.0 | -5.1 | -4.8
Cc1ccsc1C(=O)NNC(=S)NCC(C)C | 0.4 | 1.1 | -3.7 | -27.6 | -0.0532 | 2.7 | 0.0 | -20.1 | -6.4
COc1ccc(NC(=O)CN2c3cccc4cccc(c34)S2(=O)=O)c(OC)c1 | 0.5 | -1.6 | -1.8 | -153.6 | · | 4.8 | 2.3 | -12.6 | 0.9
COC(=O)c1ccc(NC(=S)NC2CCCCC2C)cc1 (configuration not stated) | 2.5 | 0.5 | -2.5 | 11.0 | 0.573 | · | 0.2 | 3.2 | 3.8
COc1ccc(/C=C/C(=O)Nc2cc(C)nn2-c2nc3ccccc3n2Cc2cccc([N+](=O)[O-])c2)cc1 | 1.0 | 0.8 | -10.1 | -48.8 | 0.928 | -3.7 | 2.3 | -15.4 | 6.1
O=C(CN1CCN(Cc2ccccc2)CC1)Nc1cccc(S(=O)(=O)N2CCCCCC2)c1 | 0.2 | 2.2 | -6.8 | 16.1 | 0.217 | 9.8 | 1.8 | -23.6 | -0.4

Continued.
SMILES | L929 necroptosis | PERK inh | EBV gp42 inh | Calpain2 inh | Cl transport mod | Rad51 HR inh | TNF death inh | Mdm2 ligase inh | eIF4E 4G PPI
CCOc1ccccc1-n1c(COc2ccc(C)cc2)nnc1SCC(N)=O | -0.5 | -0.5 | -9.0 | -18.5 | -0.00226 | -6.5 | -3.1 | -12.8 | 2.1
CCCCNC(=S)NNC(=O)CCn1cc(C)cn1 | 0.0 | 0.8 | -7.4 | -16.6 | 0.285 | · | 0.4 | -6.0 | -0.8
O=C1CC(Nc2ccc(N3CCOCC3)cc2)C(=O)N1c1ccccc1F (configuration not stated) | 0.5 | 1.0 | -8.5 | -27.3 | · | 3.7 | 0.1 | -13.5 | -4.3
CC(=O)C1=C(O)C(=O)N(c2ccc(Br)cn2)C1c1ccccc1F (configuration not stated) | 1.9 | 1.0 | -15.7 | -34.4 | · | 1.1 | 0.1 | 24.7 | 0.8
CCc1cc2cc(C)ccc2nc1SCC(=O)N1CCN(C(=O)c2ccco2)CC1 | -0.1 | 0.0 | -3.2 | 14.0 | -3.06 | -11.4 | -7.2 | -18.3 | 0.6
Fc1cccc(-c2nnn3c2nc(Cl)c2ccccc23)c1 | 26.7 | 2.2 | 5.2 | -207.2 | -0.192 | -6.8 | -13.5 | -13.9 | -10.4
O=C(Nc1ccc(Cl)cc1)N(Cc1cccnc1)Cc1ccco1 | -0.4 | -0.7 | -12.6 | 19.0 | -0.859 | 3.8 | -0.3 | -1.3 | 1.1
Cn1c(C(=O)N2CCN(Cc3ccc4c(c3)OCO4)CC2)cc2sccc21 | 1.9 | -0.6 | 3.5 | 7.8 | · | 1.6 | 1.8 | -9.3 | -1.1
CCCCNC(=O)CN(c1cc(C(F)(F)F)ccc1Cl)S(C)(=O)=O | 0.2 | 0.8 | -20.1 | -1.8 | 0.0586 | 6.0 | 1.4 | -7.0 | -1.0
COc1ccc(-c2csc3nc(C)nc(N4CCN(C(C)=O)CC4)c23)cc1OC | 0.8 | -0.2 | -3.2 | -11.5 | -0.387 | 5.1 | 1.9 | -9.5 | -4.0
CCOC(=O)c1sc2nc(CC(C)C)c3c(c2c1N)CCC3 | 0.5 | 0.2 | -16.0 | -323.1 | 0.93 | -7.0 | 1.5 | -11.2 | -4.7
CC(c1ccco1)N(C(=O)c1ccccc1NS(=O)(=O)c1cc([N+](=O)[O-])ccc1Cl)c1ccccn1 (configuration not stated) | 0.2 | 0.5 | -1.1 | 16.8 | 5.4* | 0.7 | 0.6 | -18.1 | -0.7[fluorescence artefact?]
O=S(=O)(Nc1ccc2c(c1)CCC2)c1cccs1 | 1.7 | 0.8 | -28.4 | -3.9 | -0.704 | 0.0 | 7.9 | -15.1 | -0.1
CC(C)(O)C#Cc1ccc(C(=O)N2CCCC2C(=O)O)s1 (configuration not stated) | · | 1.5 | -10.8 | 1.7 | -0.354 | -0.1 | 1.4 | 2.5 | 2.1
O=S(=O)(O)c1nc2ccccc2n1Cc1ccc(Cl)cc1Cl | 2.3 | 0.8 | -14.9 | -6.0 | · | 4.6 | -0.4 | -4.0 | 3.6[fluorescence artefact?]
Cc1ccc(S(=O)(=O)Nc2ccc(Cl)cc2)cc1NC(=O)Cn1cnc2c1c(=O)n(C)c(=O)n2C | 1.2 | 0.7 | -17.0 | -14.3 | -0.228 | 8.3 | 2.8 | 12.2 | 11.3
COc1ccc2[nH]c(=O)c(CN(CC3CCCO3)C(=O)Nc3ccccc3)cc2c1 (configuration not stated) | 0.0 | -0.4 | -1.9 | -46.7 | -0.422 | -3.8 | -5.0 | -3.1 | 6.5
O=C(COc1ccccc1)NCc1nnc2c3ccccc3c(-c3ccccc3)nn12 | 0.6 | -0.4 | -17.4 | 17.8 | -0.116 | -0.8 | 0.0 | -5.2 | -1.1
CC(=O)NNC(=O)CN1C(=O)/C(=C/c2ccccc2)SC1=S | -0.7 | 1.4 | -16.4 | 11.8 | -1.51 | 5.1 | 0.8 | · | -3.8
O=[N+]([O-])c1ccc(N2CCSCC2)cc1 | 0.2 | 1.8 | -24.0 | -11.9 | -0.105 | -3.6 | 0.6 | -3.2 | -1.1
COc1cc(/C=N/Nc2nn3cnnc3c3ccccc23)cc(OC)c1OC | -0.1 | -0.3 | 7.9 | -92.0 | -2.21 | 3.6 | -9.1 | -8.4 | 1.5
CCc1ccc(OCC(=O)N/N=C2\CC(=O)c3ccccc32)cc1 | -0.1 | 0.1 | -7.0 | -37.6 | -1.82 | -10.1 | -4.4 | -4.3 | -6.7
CC(C)CCN1CCN(Cc2ccc(Oc3ncccn3)cc2)CC1CCO (configuration not stated) | -0.8 | -0.3 | -8.8 | -16.3 | 0.33 | 25.4 | 0.5 | -5.2 | 0.2
CC(=O)Nc1nn(C)c2nc(C)cc(C)c12 | 1.5 | 0.8 | 0.0 | -99.8 | -0.371 | -8.5 | 0.3 | -17.1 | -3.3
Cc1cc(NC(=O)CN2C(=O)c3ccccc3C2=O)no1 | 0.0 | 1.3 | -10.2 | -9.9 | 1.37 | 17.2 | 5.3 | -3.0 | -2.6

Two of the compounds above, as labelled records.
SMILES: COc1ccc(-c2csc3nc(C)nc(N4CCN(C(C)=O)CC4)c23)cc1OC
  L929 necroptosis: 0.8
  PERK inh: -0.2
  EBV gp42 inh: -3.2
  Calpain2 inh: -11.5
  Cl transport mod: -0.387
  Rad51 HR inh: 5.1
  TNF death inh: 1.9
  Mdm2 ligase inh: -9.5
  eIF4E 4G PPI: -4.0

SMILES: CCOC(=O)c1sc2nc(CC(C)C)c3c(c2c1N)CCC3
  L929 necroptosis: 0.5
  PERK inh: 0.2
  EBV gp42 inh: -16.0
  Calpain2 inh: -323.1
  Cl transport mod: 0.93
  Rad51 HR inh: -7.0
  TNF death inh: 1.5
  Mdm2 ligase inh: -11.2
  eIF4E 4G PPI: -4.7

Only TNF death inh, for some of the entries so far:
SMILES	TNF death inh
CCCCN1C(=O)CCC(C(=O)O)C1c1ccccc1 (configuration not stated)	-1.9
Cn1c(C(=O)N2CCN(Cc3ccc4c(c3)OCO4)CC2)cc2sccc21	1.8
Cn1c(=O)cc(OCC(=O)NCc2cccnc2)c2ccccc21	-2.6
COc1ccc(-c2csc3nc(C)nc(N4CCN(C(C)=O)CC4)c23)cc1OC	1.9

Outcome played no part in choosing rows. About 3.6% of those tested had a hit in this group.
